GLP1R inv ag: GLP-1 receptor (human) inverse agonism | Potency, µM (doses to about 38.3 µM), for inactives: top-dose activity change, negative = inhibition, most hits filed as inhibitors | P43220 | hit rate 1.6% among 410,000 | HEK293 GLP-1R CRE-luciferase, luminescence, 24 h; GLP-1R form is constitutively active; further: potency means the concentration at half of the fitted maximal effect; on the % scale 0 is the no-effect control and ±100 the full control effect; nearly all actives have a fitted effect of over 55% in size
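GLP-1R inverse agonism mode: basal reporter luminescence in engineered HEK293 cells measured after one day of compound exposure at 37 deg C, with a 12 min room-temperature detection step.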
PI5P4Ka inh: inhibitors of human PI5P4K alpha | P48426 | PI5P4Kalpha enzyme, ADP-Glo luminescence, 60 min; stronger effect = lower value | max response, % | hit rate 1.2% among 330,000 | AID 652105; active means max response of -50% or lower; inconclusive means between -30% and -50%; inactive means -30% or higher; further: value at the top dose of about 77 µM; on the % scale 0 is the no-effect control and ±100 the full control effect
Target sequence (P48426 whole entry, looked up): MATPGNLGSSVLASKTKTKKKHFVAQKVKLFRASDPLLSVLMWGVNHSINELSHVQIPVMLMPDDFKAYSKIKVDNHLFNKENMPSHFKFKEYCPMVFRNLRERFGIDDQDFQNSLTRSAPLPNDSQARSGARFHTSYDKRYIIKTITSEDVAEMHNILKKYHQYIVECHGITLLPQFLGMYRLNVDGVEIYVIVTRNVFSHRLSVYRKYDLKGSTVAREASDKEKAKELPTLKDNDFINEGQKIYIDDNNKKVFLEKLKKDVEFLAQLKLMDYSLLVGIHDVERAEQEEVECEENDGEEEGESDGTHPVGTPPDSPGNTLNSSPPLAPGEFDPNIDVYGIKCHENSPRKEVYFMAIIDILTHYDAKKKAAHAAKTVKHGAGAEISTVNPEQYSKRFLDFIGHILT
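Reactions run in 0.038 M HEPES pH 7.4, 0.28 mM EGTA, 0.1% CHAPS and 5% DMSO, with PI5P4Kalpha, substrate, compound and 5 microM ATP final, one hour at room temperature. Readout is ADP-Glo luminescence.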
GLP1R cytotox: cytotoxicity in counter-screen for GLP-1R inverse agonists | AID 624418 | hit rate 0.13% among 410,000 | HEK293 cAMP-luciferase reporter cells, luminescence, 24 h | Potency, µM (doses to about 38.3 µM), without a hit: top-dose activity change, negative = inhibition, most hits filed as inhibitors;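 further: loss of luciferase light is scored as toxicity; potency means the concentration at half of the fitted maximal effect; on the % scale 0 is the no-effect control and ±100 the full control effect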
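A 23 nL compound transfer followed 12 hours of cell culture at 37 deg C; exposure then lasted 24 hr. Luciferase assay detection reagent was dispensed and plates read for luminescence after a 12 min room-temperature wait.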
WRN helicase inh: inhibitors of human WRN helicase. Potency, µM (top dose mostly 114 µM), for the others: at the top dose activity change, negative = inhibition, actives largely listed as inhibitors. Q14191. WRN helicase unwinding, fluorescent forked duplex, kinetic. AID 651768. hit rate 0.46% among 360,000; further: potency means the concentration at half of the fitted maximal effect; on the % scale 0 is the no-effect control and ±100 the full control effect; nearly all actives have a fitted effect of over 55% in size
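Kinetic red-fluorescence monitoring (525/598 nm) tracks WRN helicase activity after 100 nM fluorophore-quencher forked duplex and 2 mM ATP are added to 20 nM enzyme pretreated 15 min at room temperature with compound.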
DRD3 antagonist: blocks the human D3 dopamine receptor | hit rate 2.5% among 360,000 | max response, negative = inhibition, % | P35462 | D3R cells, DiscoveRx beta-arrestin luminescence, antagonist mode; stronger effect = lower value; in the data active means max response below about -50%; inconclusive means no clear call, values can overlap the other calls; further: on the % scale 0 is the no-effect control and ±100 the full control effect; mostly tested at two doses, the higher about 12 µM
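Cells expressing the human receptor were seeded at 1500 cells/well, incubated overnight at 37 degrees C in 5% CO2, then exposed to library compounds with dopamine controls for 90 minutes at 37 degrees C before luminescent detection.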
IL-2 act: IL-2 activation. IL-2 activation reporter assay, cell-based qHTS; stimulated with anti-CD3/CD4/CD28 beads; in transgenic mouse T cells. activation, % (series mostly up to about 46 µM). hit rate 0.065% among 360,000. AID 652025; in the data active means activation above about 50%; inconclusive means mostly about 30% to 49%; further: 0% is about no effect
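First, unstimulated transgenic mouse T cells were exposed to compound for 60 min. Next, anti-CD3/anti-CD4-coated beads with anti-CD28 were added. Finally, after 18 h at 37 degrees C, EGFP and DsRed were imaged.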
PLK1 PBD block: blocks phosphopeptide binding to human PLK1 polo-box domain | Potency, µM, inactives show max response, negative = inhibition, most hits filed as inhibitors | hit rate 2.8% among 360,000 | Plk1 PBD binding of FITC phosphopeptide, fluorescence polarization | P53350; further: potency means the concentration at half of the fitted maximal effect; series mostly up to about 57 µM; on the % scale 0 is the no-effect control and ±100 the full control effect; nearly all actives have a fitted effect of over 65% in size
Target sequence (P53350 whole entry, looked up, the tested form may be a part): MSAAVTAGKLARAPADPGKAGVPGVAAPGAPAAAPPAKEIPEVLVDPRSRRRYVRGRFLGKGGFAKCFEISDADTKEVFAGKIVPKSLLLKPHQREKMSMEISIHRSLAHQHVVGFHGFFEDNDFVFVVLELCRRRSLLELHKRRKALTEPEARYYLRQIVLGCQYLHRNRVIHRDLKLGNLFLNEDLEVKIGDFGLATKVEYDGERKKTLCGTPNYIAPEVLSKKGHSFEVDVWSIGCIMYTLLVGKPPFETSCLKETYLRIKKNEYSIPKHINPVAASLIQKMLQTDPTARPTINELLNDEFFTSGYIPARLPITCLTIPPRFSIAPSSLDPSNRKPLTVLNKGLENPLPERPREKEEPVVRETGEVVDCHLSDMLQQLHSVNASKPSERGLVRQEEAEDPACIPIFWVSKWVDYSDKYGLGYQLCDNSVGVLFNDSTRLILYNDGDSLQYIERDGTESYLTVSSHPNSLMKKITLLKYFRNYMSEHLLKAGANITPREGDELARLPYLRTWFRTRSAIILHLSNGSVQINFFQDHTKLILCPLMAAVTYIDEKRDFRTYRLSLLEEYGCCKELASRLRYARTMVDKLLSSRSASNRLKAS
GLP-1R agonist: GLP-1 receptor (human) agonism; P43220; HEK293 GLP-1R CRE-luciferase, luminescence, 4-6 h; cells express a hypersensitive GLP-1R form; Potency, µM (doses to about 45.6 µM), for the others: at the top dose activation, usual class: activators; hit rate 0.007% among 380,000; AID 624172; further: potency means the concentration at half of the fitted maximal effect; % of control where 0% means no effect
D3 ag: D3 dopamine receptor (human) agonism | P35462 | D3R DiscoveRx beta-arrestin cells, luminescence, 90 min | max activation, % | hit rate 0.58% among 410,000; in the data active means max activation above about 30%; further: 0% is about no effect; mostly tested at two doses, the higher about 12 µM
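Cells at 1500/well, incubated overnight, then treated with pinned compounds (dopamine as control) for 90 min at 37 degrees C. DiscoveRx reagent added for 30 - 60 minutes at room temperature; luminescence read.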
* hit, by the source's call; ? = inconclusive; / = no result given; & = joins results of further samples; [ ] = another dose, or the depositor's remark. Unless noted, the call rests on the fitted dose curve; in most records, active means well fitted curve in the direction sought with a large enough effect; inconclusive means small, poorly fitted or top-dose-only effect, or another doubt; inactive means no such curve, though single readings can be large; an effect the other way counts as inactive or inconclusive.

Each structure is followed by: GLP1R inv ag	PI5P4Ka inh	GLP1R cytotox	WRN helicase inh	DRD3 antagonist	IL-2 act	PLK1 PBD block	GLP-1R agonist	D3 ag
- CCOc1ccc(NC(=O)c2ccccc2NS(C)(=O)=O)cc1
    -1%	/	-15%	1%	21	-5.2	0%	-8%	-7
- O=C(CCNS(=O)(=O)c1ccc(Cl)cc1)Nc1ccncc1
    -25%	6	-3%	2%	8	-0.6	-9%	4%	-4
- O=C(CN1CCC(O)(c2ccc3c(c2)OCO3)CC1)NC1CCCCC1
    18%	5	-11%	2%	-1	-1.7	6%	14%	-3
- CN(Cc1c(C(=O)N/N=C/c2cccc(O)c2)nnn1-c1nonc1N)c1ccccc1
    ?	1	-4%	-8%	-5	0.3	-8%	9%	8
- Cn1c(Cn2c(=O)sc3ccccc32)nnc1SCC(=O)NCc1ccccc1
    -10%	1	0%	3%	-63*	13	-12%	2%	-9
- CC(=O)N1CCN(C(=O)c2ccc(-c3cccc(C(F)(F)F)c3)o2)CC1
    -3%	6	13%	2%	-8	-4.5	-10%	4%	-14
- CC(NC(=O)Cc1ccc(F)cc1)c1ccc(F)cc1 (stereo not drawn)
    -18%	-2	-2%	11%	0	-0.3	-9%	4%	2
- CCOc1ccc(C(=O)Nc2cc(C)ccn2)cc1
    4µM*	?	4%	?	0	0.6	3µM*	-3%	4
- Cc1sc2ncnc(N3CCN(S(=O)(=O)c4ccc(Br)cc4)CC3)c2c1C
    4%	-5	12%	-27%	6	-4.1	0%	-2%	3
- Cc1ccc(-n2ncc3c2CC(C)(C)CC3NC(=O)CCc2c(C)noc2C)cc1 (stereo not drawn)
    -27%	0	0%	-15%	12	-1.7	2%	1%	19
- CNc1oc(-c2ccccc2Cl)nc1P(=O)(c1ccccc1)c1ccccc1
    ?	2	3%	-9%	-13	-4.5	-20%	23%	6
- CCN(CC)c1ccc(NC(=O)Cn2ncc3c(C)n(Cc4ccccc4F)c(C)c3c2=O)c(C)c1
    10%&1%	-9	-9%&7%	-8%	-24	0.1	-7%	0%	3&-21
- O=C(NCc1ccccc1Cl)c1ccc2c(c1)OCO2
    -20%	1	-7%	0%	12	-2.1	-6%	8%	-5
- COc1ccccc1N(CC(=O)NCCc1ccccc1)S(C)(=O)=O
    6%	/	-5%	-3%	5	1.1	-7%	-2%	-9
- COC(=O)c1ccccc1NC(=O)Cn1c(=O)n(CCC(=O)NC2CCN(Cc3ccccc3)CC2)c(=O)c2ccccc21
    -6%	-2	-10%	0%	-28	1.5	1%	12%	-8
- COC(=O)NC(=S)Nc1ccc(Oc2ccc(Cl)cc2Cl)c(Cl)c1
    ?	-16	?	-13%	-65*	3.8	3µM*	-2%	-16
- Cc1ccc(-c2nc(NC(=O)c3ccc(S(=O)(=O)N(CCC#N)CCC#N)cc3)sc2-c2ccccc2)cc1
    15%	0	1%	-7%	-9	0.5	-4%	-1%	-8
- CC12CCC(=O)N1C(C(=O)Nc1cc(Cl)ccc1N1CCOCC1)CS2 (stereo not drawn)
    ?	-3	14%	?	-21	-4.2	-11%	2%	-15
- CC(O)(c1ccc(F)c(F)c1)c1nc(-c2cccc(C(=O)O)c2)cs1 (stereo not drawn)
    19%	-11	-4%	2%	-16	-0.9	-12%	17%	-4
- O=S(=O)(c1ccccc1F)N1CCN(Cc2cc3c(cc2O)OCO3)CC1
    11%	-8	0%	0%	-1	2.2	?	-3%	2
- COc1cccc(Cc2n[nH]c(=S)n2Cc2ccco2)c1
    -6%	-8	10%	-5%	1	0.7	-12%	1%	-10
- COC(=O)[C@@]12C[C@@H](CC(=O)NCc3cccs3)C(=O)N(Cc3cccc4ccccc34)C1=CCC(C)(C)C2
    11µM*	8	1%	-11%	-8	-0.5	5%	/	-5
- Cc1cccc(C)c1-n1ncc(C(=O)NC2CCCC2)c1C1CCNCC1
    -1%	-4	-11%	-1%	14	-1.5	-13%	1%	10
- Nc1ccccc1CCc1ccccc1N
    ?	5	-3%	6%	-16	1.6	-15%	0%	-6
- COc1ccc(S(=O)(=O)N(C)c2ccc(C(=O)NC3CC3)cc2)cc1
    3%	-5	-3%	-28%	1	-4.2	0%	-4%	-13
- Cc1ccc(C)c(NC(=S)NNC(=O)c2ccc(Br)o2)c1
    3%	7	3%	-5%	-14	-3.9	-22%	3%	-3
- C=CCN(C(=O)CSc1nc2ccsc2c(=O)n1Cc1ccc(C(=O)O)cc1)c1ccccc1
    2%	3	1%	-1%	-6	0.9	-13%	2%	-3
- COc1ccc(C2C(C#N)=C(N)Oc3cc(O)ccc32)cc1 (stereo not drawn)
    2%	-1	159%[activator]	-2%[57.1 µM]	-8	-2.4	3%	3%	-2
- COCCn1c(SC(C)C(=O)NCC2CCCO2)nc2sc3c(c2c1=O)CCC3 (stereo not drawn)
    18%	-18	2%	-23%	22	1.8	-4%	1%	0
- CN1CCC(N(C)C(=O)c2ccc(Cl)c(S(=O)(=O)Nc3cc(Cl)ccc3Cl)c2)CC1
    -14%	-2	-23%	0%	0	0.3	-1%	1%	3
- Cc1nc2ccccc2n1Cc1ccc(Br)cc1
    ?	9	8%	-5%	11	-2.6	-4%	8%	-2
- Nc1[nH]ncc1-c1ccc(Cl)cc1
    -4%	-12	-20%	4%	8	-0.3	?	5%	2
- COc1cc(Nc2ccn3nc(-c4ccc(F)cc4)cc3n2)cc(OC)c1OC
    2%	0	-1%	-13%	109	2.0	-9%	-7%	9
- COc1cc(C(=S)N2CCOCC2)ccc1OS(=O)(=O)c1ccc(NC(C)=O)cc1
    ?	4	?	-11%	7	-1.4	-13%	4%	2
- Cc1ccc(CC2S/C(=C(/C#N)C(=O)N3CCOCC3)N(c3ccccc3)C2=O)cc1 (stereo not drawn)
    6%	1	-14%	-7%	0	-3.7	-1%	8%	-3
- O=C(C[n+]1ccc(CCSc2ccc(F)cc2)cc1)c1ccccc1
    -11%	-53*	7%	40µM*	3	-0.4	1.9µM*	7%	-9
- CCOc1ccc2nc(NC(=O)c3cccnc3)sc2c1
    -1%	6	2%	-8%	3	-2.4	-6%	10%	-7
- CC1CCCCC12NC(=O)N(CC(=O)NCCc1ccccn1)C2=O (stereo not drawn)
    -2%	0	-4%	6%	-8	-1.5	-8%	-8%	1
- Nc1ccccc1SCc1csc(-c2ccc(Cl)cc2)n1
    10µM*	20	28%	-1%	-8	-2.3	9.5µM*	21%	-2
- CC(C)c1noc2ncc(C(=O)c3cc(Cl)cc(Cl)c3O)cc12
    -13%	0	-2%	-23%	10	-1.3	-11%	-9%	18
- CCC/C=C/c1ccc(CN2C(C)C(=O)N(Cc3cn(CCOCOC)nn3)CCS2(=O)=O)cc1 (stereo not drawn)
    6%	-8	16%	-1%	-12	-2.2	-5%	-3%	-1
- CN(C)C(=O)C[n+]1cccc(/C=N/O)c1
    19%	-11	-7%	2%	6	-3.4	-12%	-1%	-16
- COc1cccc(OCC(=O)O/N=C(\N)c2ccc(OC)c(OC)c2)c1
    5%	0	8%	-2%	19	-3.2	-3%	19%	3
- C=CCc1ccc(OCC(O)CO)c(OC)c1 (stereo not drawn)
    -5%	2	12%	-1%	0	0.9	0%	1%	-10
- CCC(Sc1nc(=O)cc(N)n1-c1cccc(C)c1)C(=O)Nc1cc(C)on1 (stereo not drawn)
    54%[activator]	/	?	-6%	-16	-0.2	-14%	1%	0

Results in GLP1R inv ag, DRD3 antagonist and D3 ag, for 2 of the compounds above:
Molecule | GLP1R inv ag | DRD3 antagonist | D3 ag
COc1ccc(S(=O)(=O)N(C)c2ccc(C(=O)NC3CC3)cc2)cc1 | 3% | 1 | -13
CC(O)(c1ccc(F)c(F)c1)c1nc(-c2cccc(C(=O)O)c2)cs1 (stereo not drawn) | 19% | -16 | -4

The listing picks up, repeating the 2 entries before the break.
Each structure is followed by: GLP1R inv ag	PI5P4Ka inh	GLP1R cytotox	WRN helicase inh	DRD3 antagonist	IL-2 act	PLK1 PBD block	GLP-1R agonist	D3 ag
- C=CCc1ccc(OCC(O)CO)c(OC)c1 (stereo not drawn)
    -5%	2	12%	-1%	0	0.9	0%	1%	-10
- CCC(Sc1nc(=O)cc(N)n1-c1cccc(C)c1)C(=O)Nc1cc(C)on1 (stereo not drawn)
    54%[activator]	/	?	-6%	-16	-0.2	-14%	1%	0
- CC1CCC2(CC1)NC(=O)N(CC(=O)Nc1cc(S(=O)(=O)N3CCCC3)ccc1Cl)C2=O (stereo not drawn)
    0%	7	-14%	-7%	4	0.7	-9%	7%	2
- COc1ccc(C(=O)NCc2cnn(C)c2C)cc1OC1CCN(C(C)C)CC1
    13%	1	4%	-12%	-7	-0.5	-10%	-13%	-5
- CCCCN(C(=O)CSc1nncn1-c1ccccc1OC)c1c(N)n(Cc2ccccc2)c(=O)[nH]c1=O
    -1%	-2	-4%	0%	3	-3.0	-1%	6%	6
- CN1CCN(C(N)=NC(=O)c2ccccc2)CC1
    20%	0	-17%	-18%	-10	0.0	-9%	-2%	-4
- O=C(Nc1cccc2cccnc12)c1csc(COCCO)n1
    16%	-28	-3%	0%	-4	1.9	-13%	15%	3
- CC1(c2ccccc2)NC(=O)N(CC(=O)N2CCN(S(=O)(=O)c3cccc([N+](=O)[O-])c3)CC2)C1=O (stereo not drawn)
    7%	4	0%	-2%	3	-2.8	-1%	5%	9

Rewritten as a markdown table: 3 of the compounds above.
| compound | GLP1R inv ag | PI5P4Ka inh | GLP1R cytotox | WRN helicase inh | DRD3 antagonist | IL-2 act | PLK1 PBD block | GLP-1R agonist | D3 ag |
| --- | --- | --- | --- | --- | --- | --- | --- | --- | --- |
| CN1CCN(C(N)=NC(=O)c2ccccc2)CC1 | 20% | 0 | -17% | -18% | -10 | 0.0 | -9% | -2% | -4 |
| CC1CCC2(CC1)NC(=O)N(CC(=O)Nc1cc(S(=O)(=O)N3CCCC3)ccc1Cl)C2=O (stereo not drawn) | 0% | 7 | -14% | -7% | 4 | 0.7 | -9% | 7% | 2 |
| COc1ccc(C(=O)NCc2cnn(C)c2C)cc1OC1CCN(C(C)C)CC1 | 13% | 1 | 4% | -12% | -7 | -0.5 | -10% | -13% | -5 |

The order is random; overall some 7.8% were active at least once.
